# TRPC4 inh = TRPC4 (mouse) channel inhibition. Q9QUQ5. HEK293 TRPC4beta/mu-opioid, DAMGO-evoked Fluo4 calcium flux; active compounds read low. B-score at 10 µM. actives 0.39% (n = 300,000). AID 2247;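 active = B-score over 3 SD under the library average, no early fluorescence shift, positive overall ratio signal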
#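 Assay system – HEK293 line stably carrying TRPC4beta and mu-opioid receptor · Doses – single dose · Detection – Fluo4 calcium-dye fluorescence, kinetic read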
# SKKanGAS inh = blocks kanamycin growth of S. pyogenes SKKanGAS strain | BacTiter-Glo, 6 h | inhibition, % at 7.5 µM | actives 1.3% (n = 300,000);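 active = mean replicate score, as percent of positive control median, at least 50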;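 also: strain carries kanamycin resistance gene driven by streptokinase promoter and grows in 40 µg/ml kanamycin; loss of luminescence reflects streptokinase promoter inhibition or plain growth inhibition; 0% = median of DMSO wells and 100% = positive control at its reference dose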
# TRPC6 act = mouse TRPC6 channel activation; B-score at 10 µM; HEK293-TRPC6 membrane potential dye fluorescence; active compounds read high; Q61143; actives 0.13% (n = 310,000);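 active = B-score of the integrated fluorescence ratio above library mean plus 3 SD, and starting fluorescence ratio within library mean plus 5 SD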;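 also: higher score means more depolarization so channel activation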
# MrgX1 ag = human MrgX1 receptor agonism, primary screen; actives 0.44% (n = 310,000); B-score at 10 µM; Q96LB2; MrgX1-HEK293 cells, Fluo-4 calcium fluorescence, agonist mode; active compounds read high;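 active = calcium response B-score plate-corrected fluorescence ratio at least 3 library SD, with starting fluorescence B-score inside 5 SD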
# Target sequence (Q96LB2 whole entry, looked up): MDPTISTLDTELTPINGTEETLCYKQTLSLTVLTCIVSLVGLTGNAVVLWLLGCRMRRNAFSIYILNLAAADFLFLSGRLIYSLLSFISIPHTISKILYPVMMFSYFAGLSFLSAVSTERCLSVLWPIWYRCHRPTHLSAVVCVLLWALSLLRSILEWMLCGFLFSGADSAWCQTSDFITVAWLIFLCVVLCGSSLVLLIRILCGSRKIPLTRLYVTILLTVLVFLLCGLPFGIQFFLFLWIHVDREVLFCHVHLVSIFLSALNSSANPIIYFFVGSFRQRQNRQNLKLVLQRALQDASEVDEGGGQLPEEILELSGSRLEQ
#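 Test system: HEK293 cells stably expressing human MrgX1 receptor; Input: fifteen thousand cells per well; Dosing: compound delivered in addition one of three; Schedule: overnight seeding, then 1 h dark dye loading; Technique: Fluo-4 NW calcium fluorescence; Measure: B-scored fluorescence response ratio; Controls: positive and negative controls per plate.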
# TRPC4 PAM = TRPC4 (mouse) allosteric potentiation; Q9QUQ5; actives 0.42% (n = 310,000); B-score at 10 µM; HEK293 TRPC4beta/mu-opioid, DAMGO EC20, Fluo-4 Ca2+ flux; active compounds read high;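 active = B-score of calcium response area above 5 SD of library B-scores, with initial fluorescence ratio within 5 SD of library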;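 also: B-score of integrated fluorescence ratio over time as area under calcium response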
# TRPC6 inhibitor = mouse TRPC6 channel inhibition; actives 1.1% (n = 310,000); B-score at 10 µM; Q61143; HEK293-TRPC6, membrane potential dye, ACh-evoked depolarization; active compounds read low; AID 2553;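 active = B-score under library mean minus 3 SD, initial fluorescence not abnormally high, positive integrated signal ratio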;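 also: B-score derived from integrated fluorescence ratio over the kinetic read; more negative B-score means stronger inhibition of depolarization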
# TRPC4 act = TRPC4 (mouse) channel activation; actives 0.49% (n = 310,000); Q9QUQ5; HEK293 TRPC4beta/mu-opioid, Fluo4 calcium fluorescence; active compounds read high; B-score at 10 µM;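 active = B-score above 5 SD of library B-scores, and initial fluorescence ratio not above library mean plus 5 SD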;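 also: positive B-score marks a calcium rise read as TRPC4 activation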
#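 Material: TRPC4beta and mu-opioid receptor HEK293 stable cells | Incubation: 45 min room-temperature Fluo4 loading, 110 s read | Detection: Kinetic Fluo4 calcium fluorescence | Measure: Integrated baseline-normalised fluorescence ratio, converted to per-well B score | Benchmarks: Low control buffer alone, high control maximal DAMGO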
# MrgX1 antag = blocks BAM8-22 activation of human MrgX1 receptor. MRGX1-HEK293 calcium flux, Fluo-4, BAM8-22 antagonism; active compounds read low. B-score at 10 µM. actives 1.3% (n = 310,000);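 active = calcium-response B-score plate-corrected more than 3 library SD below zero, starting fluorescence within 5 deviations, no agonist response on first addition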;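 also: peak minus trough fluorescence over baseline after final BAM8-22 challenge near maximal dose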
# ANO1 block = blocks the mouse calcium-activated chloride channel TMEM16A; Q8BHY3; HEK293 TMEM16A/YFP iodide influx fluorescence, ionomycin; normalized B-score (activity score, 25-100; higher = stronger inhibition) at 10 µM; actives 1.2% (n = 310,000); AID 588511;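 active = ratio plate-corrected score three or more library SD toward inhibition, starting fluorescence score within five deviations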;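 also: score derived from kinetic fluorescence span divided by baseline fluorescence per well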
# MrgX1 PAM = human MrgX1 positive allosteric modulation, primary screen | MrgX1-HEK293, Fluo-4 calcium flux, FDSS; active compounds read high | B-score at 10 µM | actives 0.63% (n = 310,000) | AID 588675;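 active = plate-corrected calcium response at least 3 library SD above typical, normal starting fluorescence, not activating the receptor alone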;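 also: compound read alongside a low EC10 to EC30 dose of BAM8-22 agonist; peak minus trough fluorescence over baseline measured at the second addition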
# ANO1 activ = mouse TMEM16A channel activation, primary screen | B-score at 10 µM | actives 0.3% (n = 340,000) | Q8BHY3 | HEK293 TMEM16A/YFP-H148Q/I152L, iodide quench fluorescence; active compounds read low;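 active = fluorescence-ratio B-score plate-corrected deviation score at least 3 library SD below zero, with starting fluorescence score within 5 deviations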;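 also: channel opened by trigger with iodide after compound preincubation; score built on the fluorescence ratio of max minus min over baseline; more negative score means more quench and so TMEM16A activation or potentiation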
# * marks the source's active call; other numbers are inactive results; i = inactive; . = no result given.
# Fields: TRPC4 inh, SKKanGAS inh, TRPC6 act, MrgX1 ag, TRPC4 PAM, TRPC6 inhibitor, TRPC4 act, MrgX1 antag, ANO1 block, MrgX1 PAM, ANO1 activ
O=C(NCc1ccc(F)cc1)c1ccc2c(=O)n3c(nc2c1)CCCCC3
  i, 2.2, i, i, i, i, i, i, i, i, i
Cn1ncc2c1ncn1nc(COc3ccc4ccccc4c3)nc21
  i, -5.9, i, i, i, i, i, i, i, i, i
O=C(/C=C/c1ccccn1)c1cc(Br)ccc1O
  i, 7.9, i, i, i, i, i, i, i, i, i
CCCCC(c1nnnn1CCOC)N1CCN(Cc2ccccc2)CC1 (stereo not given)
  i, 4.2, i, i, i, i, i, i, i, i, .
CC1CCCC(C)N1S(=O)(=O)c1ccc(NC(=O)CNC2CCCC2)cc1 (stereo not given)
  i, -5.0, i, i, i, i, i, i, i, i, i
Nc1c(-c2ccc3c(c2)OCCO3)oc2ccccc2c1=O
  i, 2.4, i, i, i, i, i, i, i, i, i
CC1CCN(S(=O)(=O)c2nnc(NC(=O)COc3ccccc3F)s2)CC1
  i, 30.5, i, i, i, i, i, -4.6*, i, i, i
Cc1ccc(N=Nc2ccc(O)c3ncccc23)cc1
  i, 108.6*, i, i, i, i, i, i, i, i, i
O=C1NC(NS(=O)(=O)c2ccccc2)(C(F)(F)F)C(=O)N1c1ccc(F)cc1 (stereo not given)
  i, 1.1, i, i, i, i, i, i, i, i, i
COc1ccc(NC(=O)C(c2ccc(C)cc2)N(C)C(=O)CC2NC(=O)NC2=O)cc1 (stereo not given)
  i, -8.0, i, i, i, i, i, i, i, i, i
Cc1ccc(NC(=O)C(OC(=O)c2cnc(C)cn2)c2ccccc2)c([N+](=O)[O-])c1 (stereo not given)
  i, 14.2, i, i, i, i, i, i, i, i, i
Cc1c(NC(=O)CCC(=O)N2CCOCC2)c(=O)n(-c2ccccc2)n1C
  i, 15.4, i, i, i, i, i, i, i, i, i
COc1ccc(Cl)cc1S(=O)(=O)N1CCN(c2ccc(F)cc2)CC1
  i, -8.6, i, i, i, i, i, i, i, 16.7*, i
CCN(CC)S(=O)(=O)c1cccc(C(=O)Nc2cc(C)on2)c1
  i, -0.7, i, i, i, i, i, i, i, i, i
CS(=O)(=O)N1CCC(Oc2ccccc2C(=O)NCCCc2cccnc2)CC1
  i, -21.6, i, i, i, i, i, i, i, i, i
O=c1[nH]c2ccccc2cc1CN(Cc1cccnc1)S(=O)(=O)c1ccc([N+](=O)[O-])cc1
  i, -0.3, i, i, i, i, i, i, i, i, i
COc1ccc(C(C)=O)cc1COc1ncnc2ccccc12
  i, -5.5, i, i, i, i, i, i, i, i, i
CCOc1ccc(N(CC(=O)Nc2cccnc2)S(C)(=O)=O)cc1
  i, -1.7, i, i, i, i, i, i, i, i, i
Cc1ccc(/C([O-])=C(/C(=S)NCc2ccc3c(c2)OCO3)[n+]2ccc(N(C)C)cc2)c(C)c1
  i, 1.4, i, i, i, i, i, i, i, i, i
Cc1ccccc1NC(=O)CCC(=O)N/N=C/c1ccncc1
  i, 0.8, i, i, i, i, i, i, i, i, i
COc1ccc(C(C(=O)NCCC(C)C)N(CCN2CCOCC2)C(=O)Cn2nnc3ccccc32)c(OC)c1 (stereo not given)
  i, -4.8, 28.2*, i, i, i, i, i, i, i, i
O=C(CSc1nc2ccccc2o1)Nc1ccccc1N1CCOCC1
  i, -0.5, i, i, i, i, i, i, i, i, i
CCOC(=O)N1CCN(c2ccc(C(=O)CC)cc2F)CC1
  i, -2.8, i, i, i, i, i, i, i, i, i
COc1ccc(NS(=O)(=O)c2cccc(C(=O)N/N=C/c3ccc(O)cc3)c2)cc1
  i, -0.4, i, i, i, i, i, i, i, i, i
CCOC(=O)c1cnc2ccccc2c1NCCc1ccc(OC)c(OC)c1
  i, -4.4, i, i, i, i, i, i, i, i, i
CC(C)(CNc1ccc([N+](=O)[O-])cc1C#N)N1CCOCC1
  i, 3.3, i, i, i, i, i, i, i, i, i
COc1ccccc1Nc1nnc(SCC2CCCCO2)s1 (stereo not given)
  i, -6.1, i, i, i, i, i, i, i, i, i
CC(C)C(=O)Nc1ccccc1C(=O)N/N=C/c1ccc([N+](=O)[O-])cc1
  i, -3.6, i, i, i, i, i, i, i, i, i
Cc1ccc(C(=O)CCS(=O)(=O)c2ccc(Cl)cc2)cc1
  i, -13.4, i, i, i, i, i, i, i, i, i
Cn1nnc(NC(=S)NC(=O)c2cc3ccccc3o2)n1
  i, -0.6, i, i, i, i, i, i, i, i, i
COc1ccccc1N1CCN(Cc2nc(N)nc(Nc3ccc(C)c(Cl)c3)n2)CC1
  i, 76.2*, i, i, i, i, i, i, i, i, i
O=C(NCC(c1cccs1)N1CCOCC1)c1cccnc1 (stereo not given)
  i, -12.3, i, i, i, i, i, i, i, i, i
C/C(CC(=O)Nc1ccc2c(c1)OCO2)=N\NC(=O)C(c1ccccc1)c1ccccc1
  i, 2.8, i, i, i, i, i, i, i, i, i
CS(=O)(=O)NCc1ccc(C(=O)NCc2ccccc2)cc1
  i, 0.9, i, i, i, i, i, i, i, i, i
CCOC(=O)CC/C(C)=N\N=C1\SC(CC(=O)O)C(=O)N1c1ccccc1 (stereo not given)
  i, -10.6, i, i, i, i, i, i, i, i, i
CN(C)c1ccc(C(=S)N2CCNCC2)cc1
  i, 9.1, i, i, i, i, i, i, i, i, i
C[C@@H]1CN(C(=O)c2nc3ccc(Cl)cn3c2CN(C)CCc2cnn(C)c2)C[C@H](C)O1
  i, 0.1, i, i, i, i, i, i, i, i, i
CC(=O)OCC(=O)Nc1c(C)cccc1C
  i, -9.2, i, i, i, i, i, i, i, i, i
Cc1ccc(NC(=O)c2cccnc2C(=O)Nc2ccc(C)cc2)cc1
  i, -4.0, i, i, i, i, i, i, i, i, i
Cc1cc(=O)[nH]c(SCCOc2ccc(OC(C)C)cc2)n1
  i, 3.3, i, i, i, i, i, -6.72*, i, i, i
CCc1ccc(NC(=O)CSc2nnc(CC)c(CC)n2)cc1
  i, 0.0, i, i, i, i, i, i, i, i, i
C/C(=N/NC(N)=S)c1ccccc1[N+](=O)[O-]
  i, 0.4, i, i, i, i, i, i, i, i, i
O=CNCC(=O)NCCc1ccc(Cl)cc1
  i, 3.3, i, i, i, i, i, i, i, i, i
CC(C)C(C(=O)NC1CCCCC1)N(CC1CCCO1)C(=O)CNS(=O)(=O)c1ccc(F)cc1 (stereo not given)
  i, -0.1, i, i, i, i, i, i, i, i, i
C=CCn1c(C)c(/C=C/c2cc[n+](C)cc2)c2ccccc21
  i, -4.0, i, i, i, i, i, i, i, i, i
CC(=O)Nc1ccc(S(=O)(=O)N2CCN(c3cc(C(F)(F)F)ccn3)CC2)cc1
  i, -6.1, i, i, i, i, i, i, i, i, i
O=C(O)CC(c1cccc([N+](=O)[O-])c1)N1Cc2ccccc2C1=O (stereo not given)
  i, -13.4, i, i, i, i, i, i, i, i, i
CCN(C(=O)COC(=O)/C=C/c1ccccc1[N+](=O)[O-])C1CCS(=O)(=O)C1 (stereo not given)
  i, 1.2, i, i, i, i, i, i, i, i, i
CCOCCCNC(=O)c1ccc2c(c1)N(CC)C(=O)c1ccccc1S2=O (stereo not given)
  i, -1.0, i, i, i, i, i, i, i, i, i
Cc1ccc2[nH]c(C(=O)N/N=C/c3ccc([N+](=O)[O-])cc3)c(C)c2c1
  i, -0.8, i, i, i, i, i, i, i, i, i
Cc1nc2c(ccc3nc(NC(=O)C4CC4)sc32)s1
  i, -4.0, i, i, i, i, i, i, i, i, i
CCc1c(C)nc(SCC(=O)Nc2nc(-c3ccc(OC)cc3)cs2)[nH]c1=O
  i, 38.2, i, i, i, i, i, i, i, i, i
O=C(O)c1ccc(COc2ccc([N+](=O)[O-])cc2)o1
  i, 2.4, i, i, i, i, i, i, i, i, i
COCCN1CCN(C(=O)c2ccc3oc(CCc4ccccc4)nc3c2)CC1
  i, 4.1, i, i, i, i, i, i, i, i, i
Cc1cc(C)c2nc(NNC(=O)c3ccc(S(=O)(=O)N4CCc5ccccc5C4)cc3)sc2c1
  i, 77.6*, i, i, i, i, i, i, i, i, i
COc1ccc(CCC(=O)N2c3ccccc3CC2C)cc1 (stereo not given)
  i, -3.3, i, i, i, i, i, i, i, i, i
O=C(NCCCn1ccnc1)c1cccc(Cl)c1
  i, 2.1, i, i, i, i, i, i, i, i, i
O=C1C=C(NNC(=O)c2ccncc2)CC(c2ccccc2)C1 (stereo not given)
  i, 2.2, i, i, i, i, i, i, i, i, i
Cn1c(=O)c2c(SCC(=O)N3CCOCC3)nc(C3CCCCC3)nc2n(C)c1=O
  i, 3.6, i, i, i, i, i, i, i, i, .
COc1ccc(N(C(=O)Cn2nnc(-c3ccccc3F)n2)C(C(=O)NCC2CCCO2)c2ccc(Cl)cc2)cc1 (stereo not given)
  i, 8.0, i, i, i, i, i, i, i, i, i

# The list continues.
# Fields: TRPC4 inh, SKKanGAS inh, TRPC6 act, MrgX1 ag, TRPC4 PAM, TRPC6 inhibitor, TRPC4 act, MrgX1 antag, ANO1 block, MrgX1 PAM, ANO1 activ
Cc1ccc(COC(=O)c2ccc3ccccc3n2)cc1
  i, 10.7, i, i, i, i, i, i, i, i, i
NC1=NC[C@H](Cc2ccccc2)N1CCc1cc(C(F)(F)F)cc(C(F)(F)F)c1
  i, 11.1, i, i, i, i, i, i, i, i, i
O=[N+]([O-])c1cccc(-c2nnc3cccc(Cl)n23)c1
  i, -3.2, i, i, i, i, i, i, i, i, i
O=C(Nc1cc(S(=O)(=O)N2CCCCC2)ccc1N1CCOCC1)c1cc(=O)[nH]c2ccccc12
  i, 7.6, i, i, i, i, i, i, i, i, i
Cc1ccc(NC(=O)C2=CCN(S(=O)(=O)c3ccc(F)cc3)CC2)cc1
  i, 2.4, i, i, i, i, i, i, i, i, i
COc1ccccc1-c1nnc2sc(COc3ccccc3)nn12
  i, -9.4, i, i, i, i, i, i, i, i, i
Nc1cc(C(=O)O)ccc1Nc1ccccc1
  i, 17.1, i, i, i, i, i, i, i, i, i

# From PubChem
